APP transl inh – APP translation inhibition; 190,000 tested, 0.82% active; inhibition, % at 2 µM; SH-SY5Y APP 5'UTR-luciferase reporter, luminescence;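 active = inhibition above a set limit, derived from the sample mean plus 3 SD, cut at about 45% in these data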; also: values of inactives mirror those of a sister screen read the other way
Hsp70 activator – switches on Hsp70 transcription | HeLa Hsp70 promoter luciferase reporter, luminescence; scaled: vehicle 0, proteasome-inhibitor control 100% | activation, % at 10 µM | 200,000 tested, 0.04% active;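 active = activation above the mean across all tested compounds plus 3 SD, cutoff set per campaign, cut at about 5.5% in these data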;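 also: 100% = MG132 at 30 µM as the positive control and 0% = DMSO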
STAT1 blocker – reduces IFN-gamma driven STAT1 reporter signal; NIH 3T3 STAT1-luciferase reporter, luminescence; inhibition, % at 5.5 µM; 200,000 tested, 0.35% active; AID 920;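 active = inhibition above a set limit, the mean inhibition across all tested compounds plus 3 SD, cut at about 34% in these data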;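 also: 0% = IFN-gamma with DMSO and 100% = IFN-gamma with 300 µM nifuroxazide; values of inactives mirror those of a sister screen read the other way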
STAT1 act – increases IFN-gamma driven STAT1 reporter signal; NIH 3T3 STAT1-luciferase reporter, luminescence; 100% = IFN-gamma alone, no compound; activation (% of control), % at 5.5 µM; 200,000 tested, 2.6% active; AID 932;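 active = activation above the screen-wide mean activation plus 3 SD, cut at about 130% in these data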;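 also: raw ratio to IFN-gamma control signal so 100% means no change and 0% no light; values of inactives mirror those of a sister screen read the other way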
Diaph inh CS – counter-screen for diaphorase-based assays: diaphorase inhibitors and chemical oxidizers; 190,000 tested, 0.69% active; AID 1217; inhibition, % at 20 µM; diaphorase resazurin-to-resorufin fluorescence, NADH, 16 min; bacterial (C. kluyveri) enzyme, not human;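 active = primary screen inhibition at 20 µM above a set limit, cut at about 50% in these data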;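 also: plate controls were DMSO with full reaction for no effect and wells lacking NADH for full effect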
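Test system: Clostridium kluyveri diaphorase enzyme / Quantity: diaphorase at 0.14 U/mL in enzyme working solution / Incubation: 16-min room-temperature incubation before reading / Benchmarks: NADH-free wells as positive control, DMSO-only neutral wells / Signal: resorufin fluorescence 544/590 nm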
TLR4 MyD88 comp – TLR4-MyD88 interaction inhibition in cells | O00206+Q99836 | HeLa CL3-4 TLR4/MyD88 BLA complementation, FRET ratio | inhibition, % at 8.4 µM | 200,000 tested, 0.18% active; in the data active = inhibition above about 25%;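 also: 0% = vehicle and 100% = reference inhibitor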
Target sequence (O00206 whole entry, looked up): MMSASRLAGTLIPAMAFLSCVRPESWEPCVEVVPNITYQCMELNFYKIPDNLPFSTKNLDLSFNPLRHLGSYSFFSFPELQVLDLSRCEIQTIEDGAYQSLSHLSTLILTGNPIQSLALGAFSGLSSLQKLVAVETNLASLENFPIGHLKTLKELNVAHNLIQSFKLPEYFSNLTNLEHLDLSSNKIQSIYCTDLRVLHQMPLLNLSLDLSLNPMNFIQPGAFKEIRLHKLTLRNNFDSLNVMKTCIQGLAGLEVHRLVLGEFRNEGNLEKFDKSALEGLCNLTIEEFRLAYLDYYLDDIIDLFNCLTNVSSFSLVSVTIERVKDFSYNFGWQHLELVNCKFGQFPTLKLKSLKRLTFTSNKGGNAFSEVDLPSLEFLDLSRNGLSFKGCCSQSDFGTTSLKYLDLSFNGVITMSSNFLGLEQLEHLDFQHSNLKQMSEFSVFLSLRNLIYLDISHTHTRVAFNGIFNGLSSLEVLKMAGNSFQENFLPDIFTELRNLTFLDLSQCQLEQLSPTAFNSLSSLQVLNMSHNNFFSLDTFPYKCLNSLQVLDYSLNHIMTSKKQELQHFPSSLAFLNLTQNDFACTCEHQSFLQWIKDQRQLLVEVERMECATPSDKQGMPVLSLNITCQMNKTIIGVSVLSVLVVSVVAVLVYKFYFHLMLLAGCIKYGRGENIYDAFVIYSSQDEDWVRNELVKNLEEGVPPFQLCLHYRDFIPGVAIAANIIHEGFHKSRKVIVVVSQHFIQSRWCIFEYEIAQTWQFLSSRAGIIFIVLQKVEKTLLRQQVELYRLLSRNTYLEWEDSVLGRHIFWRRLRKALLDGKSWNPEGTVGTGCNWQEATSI
Target sequence (Q99836 whole entry, looked up): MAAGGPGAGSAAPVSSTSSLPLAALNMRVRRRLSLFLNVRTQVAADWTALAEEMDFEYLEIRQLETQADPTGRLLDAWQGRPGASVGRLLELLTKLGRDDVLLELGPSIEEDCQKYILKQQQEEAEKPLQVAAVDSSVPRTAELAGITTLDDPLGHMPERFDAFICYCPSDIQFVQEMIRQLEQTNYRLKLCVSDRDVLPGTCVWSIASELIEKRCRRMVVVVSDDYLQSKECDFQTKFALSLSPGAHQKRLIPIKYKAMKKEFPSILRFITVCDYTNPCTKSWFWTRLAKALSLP
STAT3 activator – increases IL-6 driven STAT3 reporter signal; U3A cells, IL-6 STAT3-luciferase reporter, luminescence; 100% = signal with IL-6 EC80 alone; activation (% of control), % at 5.6 µM; 190,000 tested, 0.91% active;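 active = activation above the screen-wide mean of compound activation plus 3 SD, cut at about 130% in these data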;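 also: 0% = background luminescence of wells with medium and substrate only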
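system = STAT3-luciferase reporter U3A cells | reagent = IL-6 stimulus at 33 ng/mL final | timing = 1 h compound pre-exposure, 6 h IL-6 stimulation, 37 °C | measured by = luminescence | evaluation = % activation versus median of IL-6-stimulated wells | control set = IL-6-only wells as 100% reference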
G6PDH CS – L. mesenteroides G6PDH inhibition counter-screen | Purified L. mesenteroides G6PDH, diaphorase/resazurin coupled fluorescence, 45 min | inhibition, % at 5 µM | 200,000 tested, 0.12% active | AID 1020; in the data active = inhibition above about 50%
Diaphorase act – counter-screen for diaphorase-based assays: diaphorase activators and chemical reducers; activation factor at 20 µM; 190,000 tested, 0.005% active; AID 1229; Diaphorase/resazurin coupled assay, resorufin fluorescence, 16 min; hits give high values; 1 = vehicle wells, 0 = NADH-free wells;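 active = diaphorase activity raised at least twofold by the compound at 20 µM; inactive = activation factor below 2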
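Assay system: bacterial diaphorase enzyme (C. kluyveri) / Input: enzyme 0.07 U/mL final / Medium: 50 mM HEPES pH 7.4 with 4.542 mM MgCl2, 0.005% Tween 20 / Doses: single compound dose of 20 µM, 1% DMSO final / Incubation: 16 min enzyme reaction, ambient temperature / Signal: fluorescence, excitation 544 nm and emission 590 nm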
STAT3 inh – reduces IL-6 driven STAT3 reporter signal | U3A cells, IL-6 STAT3-luciferase reporter, luminescence; host cell line lacks STAT1 | inhibition, % at 5.5 µM | 190,000 tested, 0.89% active;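 active = inhibition above the mean inhibition across all screened compounds plus 3 SD, cut at about 44% in these data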;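 also: 0% = DMSO only wells and 100% = 100 µM nifuroxazide control wells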
An asterisk follows results filed as active; nt = not tested or not shown.

SMILES,STAT1 act,STAT3 inh,TLR4 MyD88 comp,Diaphorase act,APP transl inh,Hsp70 activator,Diaph inh CS,STAT3 activator,STAT1 blocker,G6PDH CS
Oc1cccc(-c2nc3ccc4ccccc4c3c3c2CCC3)c1,142*,-17,-6,0.8,-88,0.6,17,114,-45,14
COc1cccc(CNc2ncnc3cc(OC)c(OC)cc23)c1,92,-1,-5,0.9,-10,-0.3,11,105,9,1
COc1ccc(NC(=S)NNC(=O)c2cccs2)cc1,115,-3,1,1,-42,0.1,-1,103,-17,0
O=C(N/N=C\c1cccc([N+](=O)[O-])c1O)C1COc2ccccc2O1 (centres undefined),101,-6,10,0.7,-2,-0.2,31,101,-1,-18
COc1ccc(C2(CNC(=O)c3ccc(OCC(C)C)cc3)CCOCC2)cc1,87,9,3,0.9,-11,-0.5,11,89,14,-13
CCN1CCN(Cc2cc(=O)oc3cc(C)cc(C)c23)CC1,96,11,-1,0.8,-3,0.3,22,94,4,-5
COc1cc(CN2CCN(C(=O)CC(C)C)CC2)cc(OC)c1OC,110,7,6,1,3,0.1,-3,102,-11,9
O=C(C1=C[C@H](c2csc3ccccc23)C[C@H](OCc2ccc(CO)cc2)O1)N1CCOCC1,86,nt,-3,0.6,-11,0.1,40,nt,17,7
Cc1cc(C)n(CC(=O)n2nc(C)cc2C)n1,107,-4,-4,0.9,2,-0.1,7,107,-7,3
Cc1cccc(NC(=O)CSc2nc3[nH]ncc3c(=O)[nH]2)c1C,103,5,-11,1,13,-0.1,-2,99,-4,8

Further records:
SMILES,STAT1 act,STAT3 inh,TLR4 MyD88 comp,Diaphorase act,APP transl inh,Hsp70 activator,Diaph inh CS,STAT3 activator,STAT1 blocker,G6PDH CS
CCCCOc1ccc(OC(=O)c2cccnc2)cc1,102,25,1,0.8,-2,0.0,16,81,-2,7
CCS(=O)(=O)c1ccc(O)c(NC(=O)c2cc(OC)c(OC)c(OC)c2)c1,103,-1,13,0.9,-5,-0.3,7,107,-2,7
CCc1cc(-c2n[nH]c(C)c2-c2nc(C)cs2)c(O)cc1OC,99,9,-5,0.8,-11,-0.1,25,96,-1,14
CN(C)/C=C(\C#N)C(=O)N/N=C/c1ccccc1,126,1,-1,1,-14,-0.1,-4,106,-29,6
CCOC(=O)c1nnn(-c2nonc2N)c1CN1CCCCCC1,100,-2,-10,0.9,-4,-0.5,13,106,0,6
CCCCCCn1c(NCC)nc2c1c(=O)[nH]c(=O)n2C,100,0,-4,1,2,-0.1,0,104,0,5
CC(=O)Oc1ccc(-c2cccc(C(=O)NCC(=O)O)c2)cc1,98,9,1,0.9,-17,0.1,15,96,2,4
COc1ccc(OCC(=O)OCCN2C(=O)c3ccccc3C2=O)cc1,98,2,-10,0.7,-20,-0.1,25,101,2,7
CCOc1cccc2sc(NC(=O)CC)nc12,102,15,6,1,22,-0.4,5,93,-2,0
COc1ccc(C2CC(c3ccco3)n3ncnc3N2)cc1 (centres undefined),95,3,-7,0.9,-17,0.2,11,102,5,1

Next part:
SMILES,STAT1 act,STAT3 inh,TLR4 MyD88 comp,Diaphorase act,APP transl inh,Hsp70 activator,Diaph inh CS,STAT3 activator,STAT1 blocker,G6PDH CS
Cc1c(C(=O)N2CCCCC2C)sc2ncnc(N3CCc4ccccc4C3)c12 (centres undefined),94,-2,-6,0.8,-8,-0.4,18,104,5,9
CCc1c(C)sc(NC(=O)c2cc(C)no2)c1C#N,108,10,-4,0.7,13,0.1,26,99,-9,-2
O=c1[nH]c2ccccc2n1C1=CCCC1,91,19,-6,0.9,-12,0.1,11,88,10,5
Cc1cc(C)cc(C(=O)NC(=S)Nc2ccc(-c3cc4ccccc4oc3=O)cc2)c1,89,16,-6,1,42,-0.6,5,89,12,-29
N#Cc1cc2c(nc1SCC(=O)Nc1sc3c(c1C#N)CCC3)CCCCC2,92,5,-7,0.8,-22,0.0,23,98,8,-49
COc1ccc(NC(=O)COC(=O)COc2cccc(Br)c2)cc1OC,101,1,6,0.9,-16,-0.3,15,105,-2,7
C/C(=N/O)c1c(O)c(C)c(-c2ccccc2)n(-c2ccccc2)c1=O,107,3,-1,1,7,-0.2,5,97,-8,-2
Cc1cc(C)n2nc(SCCC(=O)NCCc3ccccc3)nc2n1,97,4,-5,0.8,-10,0.2,16,101,3,11
CCCCOc1cccc(OCC(=O)Nc2nc3ccccc3[nH]2)c1,105,-4,-4,1,1,-0.2,0,104,-5,1
CCCn1c(SCc2nc3sc(C)c(C)c3c(=O)[nH]2)nc2ccccc2c1=O,104,13,5,0.8,-6,0.5,16,96,-5,4

More entries follow.
SMILES,STAT1 act,STAT3 inh,TLR4 MyD88 comp,Diaphorase act,APP transl inh,Hsp70 activator,Diaph inh CS,STAT3 activator,STAT1 blocker,G6PDH CS
Cc1cccc(C)c1OCC(=O)Nc1ccc(N2CCOCC2)cc1,100,2,-2,1,-1,0.0,-2,100,-1,9
COc1ccc(C2(C(=O)Nc3ccc(S(N)(=O)=O)cc3)CCCC2)cc1,93,-1,10,1.1,-6,-0.6,-8,103,6,5
Cc1ccc(SCC(=O)c2c(C)[nH]c3ccccc23)cc1,115,14,3,0.8,7,0.1,20,90,-17,-24
O=C(CCCc1ccccc1)NCCCN1CCOCC1,102,3,0,0.9,-22,-0.7,9,99,-3,-3
CCOC(=O)c1cc2c(s1)-c1c(C)cccc1OC2,118,-26,-6,0.9,-40,-0.2,12,130,-19,-2
O=C1CC(=O)CC(c2ccccc2Cl)C1,94,-1,17,1,-28,0.0,4,104,8,6
COc1ccc(NC(=O)Nc2ccc(CC(=O)O)cc2)cc1,108,-2,-15,0.9,-11,-0.2,10,102,-8,-5
COCCCN1C(=O)C(O)=C(C(=O)c2ccco2)C1c1ccc(Br)cc1 (centres undefined),104,8,4,0.8,-12,-0.4,19,100,-4,10
CCCC1(C(=O)O)NC(c2ccc(OC)cc2O)C2C(=O)N(c3ccc(OC)cc3)C(=O)C21 (centres undefined),107,5,1,0.8,-2,0.3,20,100,-8,5
COc1cccc(C(Nc2ccccn2)c2oc(CO)cc(=O)c2O)c1 (centres undefined),103,9,-5,1,-15,0.1,-2,101,-5,6

Going on with the list:
SMILES,STAT1 act,STAT3 inh,TLR4 MyD88 comp,Diaphorase act,APP transl inh,Hsp70 activator,Diaph inh CS,STAT3 activator,STAT1 blocker,G6PDH CS
COc1ccccc1C(=O)NCCn1cc(SCC(=O)Nc2nnc(C)s2)c2ccccc21,91,12,10,0.8,10,-0.4,23,92,10,4
COc1ccccc1-n1c(=S)sc2c(=O)n(Cc3ccco3)c(SC)nc21,104,2,-14,0.8,-14,-0.1,17,102,-6,-2
COc1ccc(-c2nn(-c3ccccc3)cc2C(=O)n2nnc3ccccc32)cc1,95,4,6,1,33,0.1,3,103,5,0
CCC(=O)N1CCCn2c1nc1ccccc12,90,0,4,1,0,-0.2,3,101,7,1
CC(=O)c1cc2c(cc1NC(=O)CN1CCN(c3cccc(C(F)(F)F)c3)CC1)OCO2,103,1,8,0.9,5,-0.3,8,102,-6,-4
O=C(c1cc(Cl)ccc1Cl)N1CCOCC1,96,19,-11,0.8,0,-0.4,19,89,5,10
CN(C)c1cccc(C(=O)NNC(=S)NC2CCCC2)c1,119,13,-21,1.1,-31,0.3,-6,94,-24,-2
Cc1cccc(/C=N\Nc2cn[nH]c(=O)c2Cl)c1,108,31,-14,0.9,-19,0.1,12,76,-9,-5
